# Bioassay records as filed in PubChem.
# PKA-R2B act = activators of PKA-R2B holoenzyme, primary screen, biochemical, fluorescence polarization, Cy5-IP20, human | cAMP-dependent protein kinase catalytic subunit beta (Homo sapiens) + cAMP-dependent … | PKA-R2B holoenzyme dissociation; R2B truncated from residue 108, S112A mutant; 0% DMSO only, 100% 113 µM cGMP | activation, % at 11.4 µM | 0.079% of 340,000 active;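 active = activation above a cutoff set at the mean over all compounds plus 3 SD, cut at about 18% in these data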;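 note: higher means more holoenzyme dissociation and a rise in polarization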
# Target sequence (P31323 whole entry, looked up, other chains not shown, the tested form may be a part): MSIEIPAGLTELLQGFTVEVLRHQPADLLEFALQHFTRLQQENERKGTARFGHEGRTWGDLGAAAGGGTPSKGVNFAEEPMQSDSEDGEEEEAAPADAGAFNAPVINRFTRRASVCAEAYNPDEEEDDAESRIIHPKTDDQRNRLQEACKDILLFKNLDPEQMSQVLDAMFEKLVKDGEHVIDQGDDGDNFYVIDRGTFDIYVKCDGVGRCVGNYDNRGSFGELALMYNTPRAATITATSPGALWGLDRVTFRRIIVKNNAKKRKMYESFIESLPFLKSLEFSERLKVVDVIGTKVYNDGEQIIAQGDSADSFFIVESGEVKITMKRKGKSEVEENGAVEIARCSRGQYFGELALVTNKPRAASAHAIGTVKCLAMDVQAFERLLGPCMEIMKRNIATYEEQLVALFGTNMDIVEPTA
# DAGLB inh = DAGLB lipase inhibitors, primary screen, biochemical, fluorescence, HTS; Diacylglycerol lipase-beta (Homo sapiens), Q8NCG7; 0.059% of 340,000 active; HEK293T DAGLB membrane lysate, EnzChek fluorogenic substrate; inhibition, % at 5.17 µM; in the data active = inhibition above about 34%;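 note: 0% = enzyme with vehicle and 100% = wells lacking enzyme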
# SR-BI DiI-HDL act = activators of SR-BI mediated DiI-HDL uptake, primary screen, ldlA[mSR-BI] CHO cells, DiI fluorescence; activation, % at 12.5 µM; 0.096% of 320,000 active; 3 h; 100 = double the neutral-control signal;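 active = mean replicate activation of at least 60% and every replicate at or above 60%; inconclusive = mean or all-replicate condition met, but not both; inactive = mean below 60% and not all replicates reaching 60%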;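 note: 0% = median plate neutral-control signal and 100% = twice that signal; values of inactives mirror those of a sister screen read the other way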
#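 material = CHO ldlA[mSR-BI] cells | medium = Ham's F12 with 0.5% BSA, HEPES 25 mM, pH 7.4 | reagent = fluorescent DiI-HDL, 10 µg/mL final | compound dosing = single-point compound dose | incubation = 3 h, 37 °C | measured by = bottom-read fluorescence, 550/595 nm | measure = HDL uptake via cellular fluorescence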
# CAL PDZ FP-1 = CAL PDZ peptide-binding inhibitors, primary screen, biochemical, fluorescence polarization, Cer-tagged CAL PDZ, HTS; Golgi-associated PDZ and coiled-coil motif-containing protein (Homo sapiens), Q9HD26; inhibition, % at 20 µM; AID 504414, 2011; purified CAL PDZ, TMR-peptide fluorescence polarization, 1 h; 0.02% of 330,000 active;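 active = highest replicate inhibition of at least 40%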;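 note: plate controls were DMSO neutral control wells for no effect and unlabeled competitor peptide control wells for full effect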
#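 Material: tagged CAL PDZ domain; buffer or medium: 25 mM sodium phosphate pH 7.4, 150 mM NaCl, TCEP, IgG, Thesit; compound dosing: single point, 20 µM; schedule: 1 h incubation at room temperature before polarization reading; measured by: FP readout, S and P plane fluorescence; read-out basis: percent inhibition from loss of millipolarization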
# Rtt109 Vps75 = inhibitors of C. albicans Rtt109/Vps75 HAT, primary screen, biochemical, ThioGlo CoA-SH fluorescence, plate reader; Histone acetyltransferase RTT109 (Candida albicans (strain SC5314 / ATCC MYA-2876)), …; purified Rtt109/Vps75, 4 h; inhibition, % at 34.9 µM; 0.16% of 330,000 active; AID 540336, 2011;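 active = inhibition of at least 50% in every replicate; inconclusive = best replicate reaches 50% inhibition but some replicates fall short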
# cardiac RTF act = cardiac RTF calcium sensitivity activators, primary screen, biochemical, IANBD-TnC fluorescence, EC20 calcium; activation, % at 7.2 µM; Troponin I, cardiac muscle (Homo sapiens) + Troponin T, cardiac muscle (Homo sapiens) + …; IANBD-labeled TnC RTF fluorescence at EC20 calcium; 0% EC20 calcium, 100% full calcium; 0.24% of 340,000 active;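 active = activation above the mean over all tested compounds plus 3 SD, cut at about 30% in these data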;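 note: rise in fluorescence read as greater calcium sensitivity of cardiac thin filaments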
# CAL PDZ FP-2 = untagged CAL PDZ binding inhibitors, primary screen, biochemical, fluorescence polarization, HTS; Golgi-associated PDZ and coiled-coil motif-containing protein (Homo sapiens), Q9HD26; purified CAL PDZ, TMR-peptide fluorescence polarization, 1 h; inhibition, % at 24.9 µM; 0.92% of 300,000 active; AID 602252, 2012;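 active = mean inhibition of at least 30% with at least half of replicates also reaching 30%; inconclusive = no clear call, values can overlap the other calls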;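 note: 0% = DMSO neutral control and 100% = excess unlabeled competitor peptide PRC23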
# RTF Ca sens inh = cardiac RTF calcium sensitivity inhibitors, primary screen, biochemical, IANBD-TnC fluorescence, EC70 calcium | Troponin I, cardiac muscle (Homo sapiens) + Troponin T, cardiac muscle (Homo sapiens) + … | IANBD-labeled cardiac RTF, Ca2+ fluorescence | inhibition, % at 7.15 µM | 0.12% of 340,000 active;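 active = inhibition above the mean inhibition of all tested compounds plus 3 SD, cut at about 17% in these data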;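 note: assay run at fixed EC70 calcium of 1.6 mM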
# C-LANA FP = inhibitors of KSHV C-LANA binding to DNA, primary screen, biochemical, fluorescence polarization, FAM-LBS DNA, MBP-C-LANA, single point. AID 504423, 2011. Kaposi's sarcoma herpesvirus LANA C-terminal domain (residues 932-1162) DNA binding. 0.078% of 340,000 active. inhibition, % at 9 µM;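 active = highest replicate inhibition at or above 60% at 9 µM, even if other replicates fall short; inactive = all replicates below 60% inhibition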;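 note: 0% = neutral control wells and 100% = 4 µM acridine orange control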
# Keap1 Nrf2 FP = Keap1-Nrf2 protein-protein interaction inhibitors, primary screen, biochemical, fluorescence polarization, single point | Kelch-like ECH-associated protein 1 (Homo sapiens), Q14145 | Keap1 Kelch-Nrf2 peptide fluorescence polarization, 1536-well | inhibition, % at 9.4 µM | 0.15% of 340,000 active; in the data active = inhibition above about 12%; inconclusive = no clear call, values can overlap the other calls; inactive = below about 7.3%;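 note: human Keap1 Kelch domain with fluorescein labeled Nrf2 9mer peptide probe; 0% = neutral control wells and 100% = peptide positive control; higher means more block of Keap1 binding to Nrf2 peptide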
# Target sequence (Q14145 whole entry, looked up, the tested form may be a part): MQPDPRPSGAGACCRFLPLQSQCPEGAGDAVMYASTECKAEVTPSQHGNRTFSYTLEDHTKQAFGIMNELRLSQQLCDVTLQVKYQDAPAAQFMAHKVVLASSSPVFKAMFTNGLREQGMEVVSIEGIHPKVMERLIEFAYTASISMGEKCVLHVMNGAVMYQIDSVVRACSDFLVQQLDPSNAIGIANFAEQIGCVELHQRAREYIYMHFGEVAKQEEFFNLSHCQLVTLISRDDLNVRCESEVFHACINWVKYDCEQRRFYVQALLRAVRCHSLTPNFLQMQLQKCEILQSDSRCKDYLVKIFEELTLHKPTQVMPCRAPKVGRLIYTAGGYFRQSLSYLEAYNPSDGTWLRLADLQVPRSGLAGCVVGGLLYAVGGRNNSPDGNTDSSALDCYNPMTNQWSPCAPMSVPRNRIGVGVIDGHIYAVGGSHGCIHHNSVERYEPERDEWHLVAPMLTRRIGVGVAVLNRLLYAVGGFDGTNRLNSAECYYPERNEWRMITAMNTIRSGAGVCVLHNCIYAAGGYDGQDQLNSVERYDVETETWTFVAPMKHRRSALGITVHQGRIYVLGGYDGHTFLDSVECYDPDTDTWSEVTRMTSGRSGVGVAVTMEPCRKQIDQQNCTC
# Starred values were filed as active, the others as inactive; u = inconclusive; x = not tested or not shown.
SMILES,PKA-R2B act,DAGLB inh,SR-BI DiI-HDL act,CAL PDZ FP-1,Rtt109 Vps75,cardiac RTF act,CAL PDZ FP-2,RTF Ca sens inh,C-LANA FP,Keap1 Nrf2 FP
O=C(CCS(=O)(=O)c1ccc(Br)s1)NCc1cccs1,-5.9,-1.6,1.2,-0.2,1.6,-3.3,-1.2,-3.0,-0.6,-2.2
O=C(COc1ccc([N+](=O)[O-])cc1)NCc1cccnc1,1.0,1.0,54.9,-0.9,-4.3,7.7,-2.3,-4.4,0.5,-3.3
COc1cc(/C=C/C(=O)NC(C)C2CC3CCC2C3)cc(OC)c1OC (stereo not given),3.5,0.3,x,-4.0,12.7,-0.8,-2.4,-9.1,1.5,0.3
N#Cc1ccccc1OCC(=O)N1N=C(c2cccs2)CC1c1ccco1 (stereo not given),-14.3,-0.1,-12.1,-1.3,0.2,-3.2,x,-7.3,-0.6,2.5
CN(Cc1ccccc1)c1ccc(N2C(=O)CCC2=O)cc1[N+](=O)[O-],-7.1,5.2,-2.8,-2.1,1.9,-0.3,2.1,-8.4,-1.3,-1.9
O=C(CN(C1CCCCC1)S(=O)(=O)c1ccc(F)cc1)NCc1ccncc1,4.0,5.4,19.0,0.2,-0.8,-0.1,10.2,-6.5,-0.9,-3.6
Nc1nncn1C(=O)c1c(Cl)cccc1Cl,9.5,1.2,x,-1.1,-26.1,-2.9,x,-4.0,-0.1,-6.2
CCN1CCN(CCNC(=O)c2cn(Cc3ccccc3F)nn2)CC1,-14.1,0.5,6.3,x,-0.7,10.4,-2.4,-19.3,3.0,-8.4
O=C(O)c1ccc2c(=O)n3c(nc2c1)/C(=C/c1ccccc1C(F)(F)F)CCCC3,2.0,1.1,-3.1,-0.3,-0.5,0.5,-2.9,5.1,0.5,0.4
COCCn1c(N)c(N(Cc2ccccc2)C(=O)C2CCCCC2)c(=O)[nH]c1=O,-6.8,1.9,16.6,-2.5,2.7,-0.2,-6.4,-2.6,0.6,0.5
N#Cc1ccccc1S(=O)(=O)N1CCN(C(=O)C2CCCC2)CC1,-7.1,0.7,18.7,x,-3.0,-2.6,-5.5,-13.9,-1.5,-3.3
COc1ccc(NC(=O)C2CCCN(S(C)(=O)=O)C2)cc1Cl (stereo not given),4.0,-0.8,9.8,-3.3,-5.6,5.7,-2.1,-4.5,1.3,-0.9
CCOC(=O)C1=C(C)N(C[C@@H]2CC[C@@H](Cc3ccc(-c4ccccc4)cc3)O2)C(=O)NC1c1ccc(C(F)(F)F)cc1 (stereo not given in full),0.9,-3.2,5.3,-0.5,-2.6,-5.3,-1.2,-1.1,-0.9,1.0
O=C(OCCCN=C1NS(=O)(=O)c2ccccc21)c1cccs1,-5.0,0.0,12.9,-1.0,-2.7,7.4,-3.2,-2.6,-0.5,-3.1
COc1ccc([N+](=O)[O-])cc1NC(=O)C1CCCN1S(=O)(=O)c1cccs1 (stereo not given),-6.3,1.3,-16.5,-2.2,1.5,15.4,-2.2,4.6,0.6,0.8
COc1ccc(-c2nc(CCNC(=O)c3cccs3)cs2)cc1,10.7,-4.2,-28.3,-1.0,-2.7,-1.0,x,-1.8,1.1,-1.4
CC(C)(C)NC(=O)C1c2ccccc2Oc2ccccc21,-3.8,-0.8,31.3,-1.5,8.7,-5.5,0.4,0.2,1.2,2.5
COCn1c(-c2ccccc2)nc2ccccc21,-1.4,0.4,12.7,0.0,1.8,-3.2,-4.7,-0.9,-3.8,-2.7
CCN1C(=O)c2cccc3c(S(=O)(=O)NCCc4c[nH]c5ccccc45)ccc1c23,3.1,3.1,6.2,0.2,-6.0,-1.2,-0.4,-1.1,0.9,-4.9
CCC(C)(C)NC(=O)CN(Cc1ccccc1Cl)C(=O)CCC(=O)Nc1cc(C)ccn1,3.8,-1.9,9.4,-2.7,17.9,0.4,7.3,-2.0,0.6,-2.2
CCN(CC)c1ccc(/C=N/NC(=O)Nc2ccccc2)cc1,-6.5,5.0,-17.2,-2.7,7.4,5.4,7.5,-23.2,0.4,-7.3
Cc1c(C(=O)OCC(=O)NC2CCCCC2)oc2ccccc12,-7.0,1.6,16.8,-0.3,-0.2,0.3,3.3,-1.2,0.8,3.7
COc1ccc(/C=C/C(=O)Nc2ccc(-c3nnc4n3CCCCC4)cc2)c(OC)c1,-5.4,-0.6,-62.0,-8.6,7.2,-1.2,-7.6,3.1,1.4,-0.3
O=C(CCCCn1c(=O)c2ccccc2n(Cc2ccccc2)c1=O)NC1CCN(Cc2ccccc2)CC1,8.0,0.6,x,-0.8,-4.6,-2.1,-1.2,-3.6,-2.7,-3.1
CN(C)CCn1c(=O)n(Cc2ccco2)c(=O)c2c3c(sc21)CCCCC3,-9.1,-3.3,10.7,x,-0.6,-3.5,-3.6,-2.5,4.4,0.2
CCCCc1n(CC(=O)c2ccc(Cl)cc2)c2ccccc2[n+]1C,-5.4,1.7,-6.1,-2.7,x,-2.4,0.6,5.2,-0.5,-9.8
O=C(NCc1ccc2c(c1)OCO2)c1ccc(Cl)nc1,-1.7,0.1,-2.0,-0.1,-7.9,1.7,98.9*,-5.2,-1.3,-2.7
C#CCOCCOCCOCCNc1nc(N2CCN(C(=O)CCCCCCCCCCNC(=O)[C@@H](CCSC)n3cc(CCO)nn3)CC2)nc(N2CCN(C(=O)CCCCCCCCCCNC(=O)[C@H](CCCN=C(N)N)n3cc(C[C@@H](C)CC)nn3)CC2)n1,13.5,-0.6,-9.0,-1.1,u,3.5,-5.6,2.8,0.6,-22.6
Cc1ccc2sc(-c3ccc(NC(=O)/C=C\C(=O)O)cc3)nc2c1,-2.7,1.8,-3.4,-2.5,-1.8,-3.9,-3.6,5.0,0.7,-3.2
Cc1nn(C(C)C(=O)Nc2ccc3c(c2)OCO3)c(C)c1[N+](=O)[O-] (stereo not given),5.4,3.3,x,-2.0,4.3,1.1,-0.9,-7.2,-1.0,-1.1
CC(=C1C(=O)c2ccccc2C1=O)N1CCN(c2ccccn2)CC1,-7.8,-1.0,20.6,0.5,-2.6,1.1,-3.7,-5.9,0.3,-3.5
CCn1nnnc1SCC(=O)c1cc(Cl)ccc1OC,0.8,-1.7,-0.8,0.2,-17.9,2.8,x,3.0,0.7,-0.9
O=C(CSc1nnc(CNC(=O)c2ccco2)o1)NC1CCCC1,-10.6,0.2,-11.2,1.1,2.8,6.1,-4.1,-2.5,0.7,-8.5
Cc1ccc(NC(=O)CCC(=O)OCCCC(F)(F)C(F)(F)F)cc1,0.1,-1.7,13.1,1.0,14.7,-1.6,6.6,-6.8,-0.9,0.6
COc1cc(C)c(Cl)c(C)c1S(=O)(=O)NCc1cccnc1,-2.5,-2.3,-9.2,-0.8,3.0,-1.4,-1.6,-4.6,0.5,1.3
C=CCNC(=S)NNC(=O)COc1c(Cl)cc(Cl)cc1Cl,-6.3,-0.4,7.5,-0.9,3.1,0.6,0.4,1.9,-0.3,-0.8
O=C(NCc1cccnc1)c1ccc(S(=O)(=O)N2CCCCC2)cc1,8.2,0.0,1.9,-3.8,1.2,-4.0,-1.1,0.0,2.0,-0.8
COc1ccc(S(=O)(=O)CC2(O)CCN(C(=O)CC(C)C)CC2)cc1,0.8,2.6,11.0,-0.8,-2.0,3.8,-1.5,1.1,0.3,-0.4
COc1ccc(CNC(=O)Cn2ncn3c(cc4ccccc43)c2=O)cc1,-5.7,-3.0,6.0,0.0,-5.8,-1.5,-1.6,4.2,-2.9,2.3
NS(=O)(=O)c1ccc(N/N=C/c2cn(-c3ccccc3)nc2-c2cccs2)cc1,2.7,2.6,-11.8,-0.1,1.4,14.6,-3.3,1.5,0.1,-3.6
COc1cc(/C=N\NC(=O)c2ccc(Cn3cc(Br)c([N+](=O)[O-])n3)o2)cc(OC)c1O,-1.6,0.2,-13.1,0.0,2.2,1.8,0.4,6.3,2.0,-1.0
COc1ccc(S(=O)(=O)Nc2cccc(C)n2)c2ccccc12,-6.6,0.4,3.4,-1.6,-4.9,-0.5,-0.8,-17.2,-0.2,2.4
COCCNC(=O)c1ccc2c3n(nc2c1)-c1ccc(C)cc1CO3,5.1,0.8,-16.4,-3.5,-2.0,5.1,13.3,-7.1,-0.9,-7.2
Cc1nc2sc3c(O)cc(=O)[nH]c3c2c(C)c1C,-2.4,-2.9,10.9,-1.8,-12.8,-5.1,-6.0,1.6,-1.5,0.3
O=C(Nc1nccs1)C12CC3CC(C1)CC(C(=O)Nc1nccs1)(C3)C2,-1.1,-0.2,12.3,-1.0,2.9,-0.9,-1.3,-8.2,0.6,1.6
O=C(O)c1ccc2nc(CO)[nH]c2c1,-7.2,-0.6,46.9,0.3,-6.1,-1.7,-2.8,-1.9,-0.9,-4.0
COc1ccc2c(c1OC)C(=O)OC2Nc1nc(-c2cc3cc([N+](=O)[O-])ccc3oc2=O)cs1 (stereo not given),-6.1,1.5,16.0,-3.1,0.7,-6.9,-1.9,7.2,-1.4,-5.4
CC(C)Cn1c(O)c(N=NC(=O)c2cccc(S(=O)(=O)N3CCCCC3)c2)c2ccccc21,-2.5,0.9,6.7,0.3,14.9,-24.3,x,-2.5,0.1,-0.2
COC(=O)c1sccc1NN1C(=O)c2ccccc2C1=O,-8.2,-0.7,-4.2,-3.7,8.6,4.6,-0.6,-0.3,0.4,-2.9
